Screening results from PubChem BioAssay.
M1 ag parental = counter-screen for M1 agonists: effect in parental CHO-K1 cells; Fluo-8 calcium fluorescence; scaled to maximal ATP response, vehicle zero; activation, % at 3 µM; 360,000 tested, 0.48% active; AID 602248, 2012; in the data active = activation above about 15%;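 also: untransfected CHO-K1 host cells lacking M1 receptor as counterscreen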
GPR7 antagonist = GPR7 receptor antagonists, primary screen, cell-based, fluorescence, single concentration; GPR7-expressing cells, fluorescence antagonist assay; Neuropeptides B/W receptor type 1 (Homo sapiens), P48145; 290,000 tested, 1.1% active; inhibition, % at 4.4 µM; AID 1861, 2009; in the data active = inhibition above about 16%, passing the limit was not always enough;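 also: cells stimulated with the agonist NPW; 0% = agonist with vehicle and 100% = vehicle without agonist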
Target sequence (P48145 whole entry, looked up): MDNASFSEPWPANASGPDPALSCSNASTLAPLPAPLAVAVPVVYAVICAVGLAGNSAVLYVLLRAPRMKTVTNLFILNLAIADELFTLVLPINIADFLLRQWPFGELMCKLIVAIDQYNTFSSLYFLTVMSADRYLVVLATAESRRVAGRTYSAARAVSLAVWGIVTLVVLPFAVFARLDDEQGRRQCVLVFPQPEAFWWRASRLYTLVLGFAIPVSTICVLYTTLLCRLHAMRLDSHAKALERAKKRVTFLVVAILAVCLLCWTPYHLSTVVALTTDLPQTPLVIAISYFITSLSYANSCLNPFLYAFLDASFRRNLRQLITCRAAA
CHO parental Ca = ATP-evoked calcium signal inhibitors, parental CHO, primary screen, counter-screen for OX1R antagonist project, cell-based, fluorescence, Fluo-8 calcium dye; parental CHO-K1, ATP-induced calcium, Fluo-8 fluorescence; inhibition, % at 5.6 µM; 330,000 tested, 0.63% active; AID 463079, 2010;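 active = inhibition above that plate's mean sample inhibition plus 3 SD, cut at about 26% in these data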;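 also: 0% = ATP-challenged DMSO wells and 100% = DMSO wells without ATP; some compounds past the cut are filed as inactive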
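material = parental CHO cells | also added = ATP as calcium-mobilizing challenge | dosing = single point at 5.6 µM | detection = intracellular calcium via Fluo-8 no-wash fluorescent dye | read-out = % inhibition | benchmarks = low control ATP plus DMSO, high control DMSO only | repeats = one well per compound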
CHO-K1 Ca PAM = nonselective calcium activators in parental CHO-K1 cells, primary screen, counter-screen for M1 PAM project, cell-based, Fluo-8 calcium fluorescence, full deck, 1536-well; ATP EC20; 0% at ATP EC20, 100% at ATP max; 360,000 tested, 0.02% active; activation, % at 3 µM;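 active = activation above the run cutoff, the mean activation of all test compounds plus 3 SD, cut at about 40% in these data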;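 also: peak over basal fluorescence ratio in a 140 s read after ATP addition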
CHO-K1 Ca antag = nonselective inhibitor or artifact in parental CHO-K1 cells; 360,000 tested, 0.6% active; ATP-induced calcium, Fluo-8 fluorescence; inhibition, % at 3 µM;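 active = inhibition above a per-plate cutoff, the plate's mean sample inhibition plus 3 SD, cut at about 24% in these data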;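 also: 0% = DMSO plus EC80 ATP and 100% = DMSO alone without ATP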
TAAR1 antagonist = human TAAR1 antagonists, primary screen, Fluo-8 calcium fluorescence, CHO RD-HGA16 cells. Trace amine-associated receptor 1 (Homo sapiens), Q96RJ0. antagonist. inhibition, % at 3 µM. 360,000 tested, 1.5% active;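 active = inhibition above a per-plate cutoff, the mean inhibition of test compounds on that plate plus 3 SD, cut at about 49% in these data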;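 also: 0% = DMSO plus EC80 beta-PEA response and 100% = DMSO alone without agonist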
Target sequence (Q96RJ0 whole entry, looked up): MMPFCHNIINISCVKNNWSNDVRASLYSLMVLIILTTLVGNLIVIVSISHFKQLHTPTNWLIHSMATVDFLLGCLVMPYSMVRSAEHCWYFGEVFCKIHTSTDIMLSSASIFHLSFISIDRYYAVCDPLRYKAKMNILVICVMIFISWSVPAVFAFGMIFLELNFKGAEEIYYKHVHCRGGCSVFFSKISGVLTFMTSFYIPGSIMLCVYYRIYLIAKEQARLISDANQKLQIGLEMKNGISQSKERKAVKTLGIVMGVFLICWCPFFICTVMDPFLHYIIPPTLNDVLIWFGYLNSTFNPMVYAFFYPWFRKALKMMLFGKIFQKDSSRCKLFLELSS
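Assay system: RD-HGA16 CHO cells with stable hTAAR1 and Gα16 / Reagent: EC80 β-phenethylamine stimulus / Doses: 3 µM, single point / Timing: dye loading 75 min at 37 °C, then 30 min room temperature / Measured by: Fluo-8 intracellular calcium dye fluorescence, real-time kinetic reads / Controls: vehicle wells and EC80 agonist wells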
OXTR potentiate = human OXTR potentiators, primary screen, fluorescence, CHO-OTR cells, Fluo-8 calcium; Oxytocin receptor (Homo sapiens), P30559; Fluo-8 calcium fluorescence, potentiator mode; 0% = oxytocin EC15, 100% = EC100; activation, % at 3 µM; 320,000 tested, 0.061% active; AID 2445, 2010;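 active = activation above that plate's cutoff, the mean activation of tested compounds plus 3 SD, cut at about 6.6% in these data, passing the limit was not always enough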;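 also: 100% uses oxytocin at 75 nM as the full agonist control; some results filed as inactive read as strong as hits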
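test system = CHO-OTR cells, human receptor | compound = single-point 3.0 µM | schedule = 6 min compound pre-incubation at room temperature, 100 s kinetic read | signal = Fluo-8 no-wash calcium dye fluorescence, excitation 470-495 nm, emission 515-575 nm | repeats = single well per compound, singlicate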
OXTR ag = human OXTR agonists, primary screen, fluorescence, CHO-OTR cells, Fluo-8 calcium; Fluo-8 calcium fluorescence; normalized: DMSO 0%, oxytocin 100%; activation, % at 3 µM; Oxytocin receptor (Homo sapiens), P30559; 320,000 tested, 0.32% active; AID 2435, 2010;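 active = activation above the mean of all tested compounds plus 3 SD, cutoff set per screening run, cut at about 20% in these data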;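 also: peak over basal fluorescence ratio from a 100 s FLIPR kinetic read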
V1aR counter = agonists of human V1a receptor, primary screen, counter-screen for OXTR agonist project, fluorescence, CHO-V1R cells. Fluo-8 calcium fluorescence, agonist mode; 0% DMSO, 100% 3 nM vasopressin. 320,000 tested, 0.25% active. activation, % at 3 µM;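 active = activation above the mean activation of all tested compounds plus 3 SD, per screening run, cut at about 20% in these data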;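 also: signal is peak over basal fluorescence ratio across a 100 second FLIPR read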
Target sequence (P37288 whole entry, looked up): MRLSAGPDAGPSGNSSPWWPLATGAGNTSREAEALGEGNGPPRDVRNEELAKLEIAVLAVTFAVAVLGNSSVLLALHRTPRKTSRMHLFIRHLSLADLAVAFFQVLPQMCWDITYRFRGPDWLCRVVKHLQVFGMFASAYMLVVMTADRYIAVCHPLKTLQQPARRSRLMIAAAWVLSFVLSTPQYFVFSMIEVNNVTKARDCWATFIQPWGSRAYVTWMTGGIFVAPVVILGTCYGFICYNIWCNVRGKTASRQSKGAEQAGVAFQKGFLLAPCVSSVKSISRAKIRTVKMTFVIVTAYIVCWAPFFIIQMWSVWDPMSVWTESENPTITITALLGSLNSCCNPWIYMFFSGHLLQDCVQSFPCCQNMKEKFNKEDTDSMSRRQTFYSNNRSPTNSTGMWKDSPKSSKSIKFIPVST
* = called active by the depositor; / = not tested or not shown.

smiles	M1 ag parental	GPR7 antagonist	CHO parental Ca	CHO-K1 Ca PAM	CHO-K1 Ca antag	TAAR1 antagonist	OXTR potentiate	OXTR ag	V1aR counter
O=C(Nc1cccc(S(=O)(=O)N2CCCCCC2)c1)c1ccc(=O)[nH]c1	0.6	/	-11	18	-15	-4	-1	-0.5	0.7
CCN1CCN(C(=O)/C=C/c2ccc(C)cc2)CC1	0.3	-7	3	4	0	-3	-2	-0.1	5.2
O=c1oc2ccccc2c(NCc2ccccc2)c1[N+](=O)[O-]	2.7	7	-4	8	-2	16	1	-1.1	1.6
CCC(C)(C)NC(=O)c1ccc(S(=O)(=O)N2CCCCCC2)cc1	0.6	4	6	17	-2	-5	-8	-1.1	-0.3
COc1ccc(CNC(=O)c2ccc(CS(=O)Cc3cccc(Cl)c3)o2)cc1 (stereo not drawn)	4.9	-9	-21	4	2	20	-12	2.1	5.2
Cc1ccc(S(=O)(=O)Nc2cc(S(=O)(=O)N3CCCCC3)ccc2N2CCOCC2)cc1	-0.5	33*	-20	3	3	-7	-6	-0.7	0.0
COc1ccc(NCc2nnc(SCc3ccccc3)n2-c2ccc(OC)cc2)cc1	0.6	-1	-3	15	-2	-16	-6	-0.6	-0.6
CCOC(=O)C(=Cc1cc(=O)c(OC)co1)C(=O)OCC	0.5	-11	/	20	-11	23	/	/	/
COC(=O)c1ccc(CSc2nc(C(F)(F)F)c3c(c2C#N)CCC3)o1	-0.2	-15	-13	21	-19	-21	-17	-1.3	-0.2
CN(CCn1ccnc1)Cc1cn(Cc2ccccc2)nc1-c1ccc2c(c1)OCO2	0.2	-10	-26	23	-10	-6	-7	-0.3	-0.8
COc1ccc(C(=O)Cn2cnc3ccccc3c2=O)cc1OC	0.8	-3	-2	-3	-9	-3	-9	0.2	1.4
COC(=O)C1=C(C)N=C2SC(C)C(=O)N2C1/C=C/c1ccccc1OC (stereo not drawn)	0.4	-14	-16	17	-11	4	0	-0.6	1.1
COc1ccc(C2=NOC(C(=O)NCC(C)C)C2)cc1 (stereo not drawn)	0.1	4	-3	7	-9	-7	-6	0.1	1.7
CC(C)c1onc(C(=O)NC2CCCCC2)c1[N+](=O)[O-]	-0.1	18*	-14	10	-1	14	-11	-0.7	-0.2
Cc1cc2cc(CNC(=O)Cc3cccs3)ccc2n1C	1.2	/	-6	0	-7	/	-4	0.9	1.2
Cc1cc(=O)cc(C)n1-c1ccc2c(c1)nc(C)n2-c1ccccc1	-1.0	/	12	-16	11	-28	0	-1.4	4.1
COc1ccc(C(=O)/C=C2/c3ccccc3CC(C)(C)N2C)cc1	1.5	5	-7	28	-12	8	-3	-1.2	1.1
CC(C)c1ccc(NC(=O)COc2ccccc2)cc1	0.4	-14	3	16	-7	25	-1	-2.5	-0.6
O=C(Nc1cccc(C(F)(F)F)c1)c1cccnc1N1CCOCC1	6.5	-6	-7	18	1	-7	-5	-1.1	0.0
COc1ccccc1NC(=O)CCN1C(=O)C2C3CCC(C3)C2C1=O (stereo not drawn)	2.3	3	-20	10	-8	-25	-6	0.9	-0.2
CC1CCCN(S(=O)(=O)c2ccc(NC(=O)C3CC(=O)N(c4ccccc4)C3)cc2)C1 (stereo not drawn)	1.7	12	6	-21	-10	-3	-12	3.5	2.5
NC(=S)N/N=C/c1cccc(O)c1O	0.6	-5	-4	10	-15	16	-6	0.2	-0.1
CC(C)c1ccc(NC(=O)c2cc(Br)ccc2Br)cc1	-0.6	-14	0	-16	11	21	-8	-1.0	-0.1
O=S(=O)(CCNCCc1ccccc1)NC1CCCCC1	0.5	/	/	10	-7	13	/	/	/
COc1ccc(NC(=O)c2ccc(NC(=O)CN3CCC(C(N)=O)CC3)cc2)cc1	-0.5	/	-8	-8	0	-18	-8	1.0	2.2
COCCN(C(=O)COC(=O)CCc1c[nH]c2ccccc12)c1c(N)n(Cc2ccccc2)c(=O)[nH]c1=O	2.0	/	-4	-3	3	-18	-4	0.7	0.1
O=C(O)C1Cc2ccccc2CN1C(=O)CSc1nnc2ccccn12 (stereo not drawn)	1.2	1	3	-17	5	-3	-2	0.9	1.0
CC1CCN(C(=O)Nc2ccc3nsnc3c2)CC1	1.7	-4	-15	19	-21	-6	-4	-0.6	3.2
CSc1sccc1/C=C(/C#N)C(=O)c1ccco1	0.1	-3	-5	3	-12	50*	-3	2.0	1.7
COc1ccc(CCNC(=S)NCCc2c[nH]c3ccccc23)cc1	0.6	1	-7	-13	14	7	-6	2.9	2.9
NC(=O)C1CCN(CC(=O)NC2CCCc3ccccc32)CC1 (stereo not drawn)	0.5	-12	5	14	-8	-6	4	0.8	0.3
COc1ccc(OC)c(N2C(=O)CCCC2=O)c1	0.3	-5	-3	5	-6	-23	-8	0.9	0.1
O=C(NNC(=O)C1CC(c2cccnc2)=NO1)Nc1ccccc1F (stereo not drawn)	-0.3	-16	-6	16	9	-7	-3	-0.2	0.7
Cc1ccc2nc(C)c3c(c2c1)SCC3	0.7	-4	1	14	-5	-36	3	-1.4	-0.5
COc1ccc(-n2c(C)nnc2SCC(=O)N2CCOCC2)cc1	0.4	-16	-4	3	-11	1	8	0.2	-0.4
CCC(=O)Nc1nn(CC(C)C)c2nc3ccc(C)cc3cc12	4.5	-10	-8	16	-2	0	4	-1.2	-0.2
COc1ccc(CCNCC(O)COc2ccc(Cl)cc2)cc1OC (stereo not drawn)	2.0	13	-24	-3	-8	-2	-3	3.7	4.2
COc1ccc(C)cc1NC(=O)CSc1ccc(-c2ccccn2)nn1	1.6	11	-28	0	12	-7	-8	-0.2	1.3
Cc1ccc(NC(=O)CSCC(=O)OC(C)C(=O)Nc2ccccc2C)cc1 (stereo not drawn)	2.1	/	/	6	3	-25	/	/	/
Cc1ccc2nc(SCC(=O)N3CCCC3)nc(=O)n2c1	0.9	/	-7	15	-4	-12	-7	0.4	-0.3
CCOC(=O)/C(=N/Nc1ccc(OC)cc1)Sc1nnc(CCc2ccccc2)n1-c1ccccc1	1.3	-4	-17	16	0	-1	-7	-2.1	0.2
C[C@@H](c1ccccc1)N1C[C@@H](COCc2ccccc2)Oc2cc(N3CCC[C@H]3CO)ccc2S1(=O)=O	3.8	/	/	12	-4	-1	/	/	/
Cc1ccc(S(=O)(=O)N=N/C=C2\C=CC=CN2O)cc1	0.6	/	/	30	7	6	/	/	/
COc1ccc(Br)cc1/C=N/NC(=O)Cn1nnnc1N	0.1	-12	-7	-1	-8	-17	-3	1.6	0.8
COc1ccccc1C(=O)NC(=O)COC(=O)CNC(=O)c1ccc(Cl)c([N+](=O)[O-])c1	1.9	/	0	16	4	-21	-2	0.1	0.9
CCOC(=O)CSc1n[nH]c(-c2ccco2)n1	-0.1	-12	10	-7	16	-29	-1	1.4	0.8
COc1ccc(N2CCN(C(=O)C3CCN(S(=O)(=O)c4cccs4)CC3)CC2)cc1	1.6	3	-15	4	1	5	-3	-0.2	3.5
Cc1cc(C)c(C2=NOC3C4CCC(C4)C23)c(C)c1 (stereo not drawn)	-0.7	-5	-22	-9	3	-11	-1	-2.5	-0.9

3 structures already listed, ordered by heavy-atom count, highest first.
smiles	M1 ag parental	GPR7 antagonist	CHO parental Ca	CHO-K1 Ca PAM	CHO-K1 Ca antag	TAAR1 antagonist	OXTR potentiate	OXTR ag	V1aR counter
C[C@@H](c1ccccc1)N1C[C@@H](COCc2ccccc2)Oc2cc(N3CCC[C@H]3CO)ccc2S1(=O)=O	3.8	/	/	12	-4	-1	/	/	/
CCOC(=O)/C(=N/Nc1ccc(OC)cc1)Sc1nnc(CCc2ccccc2)n1-c1ccccc1	1.3	-4	-17	16	0	-1	-7	-2.1	0.2
Cc1ccc(S(=O)(=O)N=N/C=C2\C=CC=CN2O)cc1	0.6	/	/	30	7	6	/	/	/

Further entries:
smiles	M1 ag parental	GPR7 antagonist	CHO parental Ca	CHO-K1 Ca PAM	CHO-K1 Ca antag	TAAR1 antagonist	OXTR potentiate	OXTR ag	V1aR counter
CC(=O)N(c1ccc(N(C(C)=O)S(=O)(=O)c2cccs2)cc1)S(=O)(=O)c1cccs1	1.3	2	-11	23	-8	9	1	1.8	-0.2
CC1CCN(c2ccc(/C=C(\C#N)c3nn(-c4ccccc4)c(N)c3C#N)cc2[N+](=O)[O-])CC1	-0.2	-3	-15	-8	8	7	-1	0.7	-0.9
CSc1ncc(CN2CCN(CCC(C)C)C(CCO)C2)cn1 (stereo not drawn)	1.3	-2	-3	23	-19	-8	-9	0.1	0.4
COC(=O)C1=C(O)/C(=C\c2ccc(CNS(=O)(=O)c3ccc(Cl)cc3)o2)N=C1C	0.0	6	-20	21	-10	-15	-1	-0.5	0.6
COc1ccccc1Oc1coc2cc(OC(=O)N3CCOCC3)ccc2c1=O	1.3	-13	-6	15	-1	17	-2	2.1	1.3
COc1cc2c(cc1NC(=O)COC(=O)CNC(=O)c1ccccc1)oc1ccccc12	4.8	-9	3	14	-8	-10	-3	-0.6	0.7
Cc1ccc2c(c1)-c1cc(C)nn1C(c1sccc1C)N2 (stereo not drawn)	-0.5	-9	-34	-5	23	-13	-3	-1.4	-1.2
COC(=O)c1nc(NC(=O)c2ccccc2Br)n[nH]1	0.9	-10	/	15	-16	10	/	/	/
CC(C)(CO)NC(=O)c1ccc2c(c1)C(=O)c1ccccc1-2	2.1	-9	-14	3	-11	-2	1	1.9	6.1
CN(C)S(=O)(=O)c1ccc(C(=O)Nc2nc3ccccc3[nH]2)cc1	3.0	-6	18	13	-10	-1	-17	0.9	1.4
COc1cc(OC)c(C2C(C#N)=C(N)OC3=C2C(=O)CC(C)(C)C3)cc1OC (stereo not drawn)	-0.2	-4	-13	3	-1	-1	-13	-0.1	0.8
Cc1ccc([C@H]2C[C@H](O)[C@@H](n3cc(C4CC4)nn3)CN2CC2CCCCC2)cc1	0.2	/	/	4	-6	-26	/	/	/
CCOc1cc(C(N)=O)cc(Br)c1OCc1ccccc1	-0.4	-15	-14	10	-11	0	-11	-2.2	1.1
CC(=O)NCCC(=O)Nc1ccc(C)c(F)c1	0.1	-2	3	-4	8	-11	-9	0.3	0.5
Cc1cc(C(=O)O/N=C(\N)c2ccncc2)ccc1[N+](=O)[O-]	2.1	2	0	-3	-8	-7	-5	2.3	3.3

Compounds were not picked by outcome; about 3.5% have a hit in one of these screens.
